From PubChem
FLuc counter – counter-screen for miR-21 project: firefly luciferase inhibitors or activators; purified FLuc, Km substrates, luminescence inhibition; Potency, µM (highest dose often 57.5 µM), without a hit: at the top dose activity change, negative = inhibition, most hits filed as inhibitors; 360,000 compounds, 6.9% hits; active means well fitted inhibition curve with a large enough effect; inconclusive means small, poorly fitted or top-dose-only effect;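 further: plate controls were vehicle for no effect and reference inhibitor for full effect; nearly all actives have a fitted effect of over 55% in size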
Target sequence (P08659 whole entry, looked up): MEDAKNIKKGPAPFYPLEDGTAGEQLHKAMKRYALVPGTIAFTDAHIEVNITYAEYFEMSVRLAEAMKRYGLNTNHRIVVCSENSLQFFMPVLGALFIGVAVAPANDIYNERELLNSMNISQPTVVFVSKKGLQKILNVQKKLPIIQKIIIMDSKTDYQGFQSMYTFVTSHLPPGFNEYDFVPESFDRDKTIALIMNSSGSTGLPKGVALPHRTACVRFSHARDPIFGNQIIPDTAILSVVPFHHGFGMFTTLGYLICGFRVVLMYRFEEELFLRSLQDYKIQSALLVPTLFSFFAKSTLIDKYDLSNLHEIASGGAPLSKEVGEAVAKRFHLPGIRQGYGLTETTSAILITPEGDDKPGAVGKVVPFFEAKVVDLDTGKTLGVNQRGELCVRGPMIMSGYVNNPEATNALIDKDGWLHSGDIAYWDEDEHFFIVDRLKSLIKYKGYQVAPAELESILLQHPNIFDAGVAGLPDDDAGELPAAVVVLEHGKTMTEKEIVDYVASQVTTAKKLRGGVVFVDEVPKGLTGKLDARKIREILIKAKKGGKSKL
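Purified P. pyralis luciferase (10nM final) with 10uM D-luciferin and 10uM ATP (Km levels) in 50mM Tris acetate pH 7.5, 10mM Mg acetate, 0.01% Tween-20, 0.05% BSA; qHTS 6-point titration, ~60 µM downward; luminescence read.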
Active calls of the source: *; ? = inconclusive. Potency means the concentration at half of the fitted maximal effect. Only part of the results is shown, so the mix of outcomes need not match the whole.

SMILES	FLuc counter
CCc1ccc2nc(N3CCN(C(=O)C4CC4)CC3)sc2c1	15.1µM*
CCOc1cccc2sc(NC(=O)c3ccc(S(=O)(=O)N4CCc5ccccc54)cc3)nc12	-10.4%
Cc1cc(C)c2oc(C(=O)Nc3sc4c(c3C(=O)NCc3ccco3)CCCC4)cc(=O)c2c1	-0.5%
Cc1cc(C(F)F)n2nc(C(=O)Nc3cccc(Cl)c3C)nc2n1	-0.5%
Cc1cccc(NC(=O)Cn2c(=O)nc(-c3ccccc3)c3ccccc32)c1C	2.8%
CCOC(=O)c1c(NC(=O)c2cc(-c3ccc(OC)cc3)on2)sc(C)c1C	-2.4%
COc1ccc(C2C(=O)N(C3CCCCCC3)CC(=O)N2Cc2ccc(C)cc2)cc1 (centres undefined)	6.2%
Cn1ccc2cc(S(=O)(=O)N3CCCC(C(=O)NCc4ccc(F)cc4)C3)ccc21 (centres undefined)	-7.3%
Cc1ccccc1CNC(=O)CCCn1c(=O)c2cccn2c2cccnc21	-8.0%
CCN1C(C(=O)c2ccccc2)=C(OC(=O)COc2ccc(C)cc2)c2ccccc2S1(=O)=O	-16.2%
Cc1cccc(-n2ccnc2SCC(=O)Nc2nc3ccccc3s2)c1	-16.8%
Cc1ccc2c(=O)cc(C(=O)Nc3sc4c(c3C(=O)NCC3CCCO3)CCCC4)oc2c1 (centres undefined)	-6.6%
COc1ccc(Cl)cc1NC(=O)CSc1cn(CC(=O)N2CCCC2)c2ccccc12	-12.3%
CCN1C(=O)c2ccccc2S(=O)c2ccc(C(=O)N3CCN(c4ccccc4OC)CC3)cc21 (centres undefined)	0.7%
CCOc1ccc(C(=O)c2cn(CC(=O)Nc3cc(OC)ccc3OC)c3cc(OC)c(OC)cc3c2=O)cc1	-7.5%
CCn1cc(C(=O)N2CCN(c3ccc(F)cc3)CC2)c(=O)c2cc(S(=O)(=O)N(C)C3CCCCC3)ccc21	?
CCc1nn(CC(=O)NCc2cccc(OC)c2OC)c(=O)c2cc3occc3n12	-6.5%
Cn1c(C(=O)NCc2ccc(F)cc2)cc2cc(S(=O)(=O)N3CCCCC3)ccc21	-0.6%
CSc1nnc(NC(=O)c2cc(=O)c3cc(C)c(C)cc3o2)s1	-20.0%
COCCCNC(=O)CSc1nc2c(sc3ccccc32)c(=O)n1CCCC(=O)NCCOC	4.9%
COc1ccc(-c2noc(-c3nnn(-c4cc(C)ccc4C)c3N)n2)cc1	-6.5%
O=S(=O)(NCc1ccc(F)cc1)c1ccc(N2CCCCS2(=O)=O)cc1	-8.0%
COC(=O)c1cc(OC)c(OC)cc1NC(=O)c1ccc2c(c1)CCN2S(C)(=O)=O	-6.4%
CCCCN(CC)CCCNC(=O)CCN1N=C(c2ccc(OC)cc2)CCC1=O	2.0%
CCOc1cc(C(=O)Nc2c(NC)c3ccccc3oc2=O)cc(OCC)c1OCC	0.7%
CC1CCN(CC2CCN(C(=O)Nc3ccc(Br)cc3F)CC2)CC1	-7.3%
O=C(Nc1ccc(N2CCN(CCOc3ccc(Cl)cc3)CC2)c(C(=O)O)c1)c1ccc(F)cc1	-17.6%
COc1ccc(NC(=O)CCc2nnc3n(CC(C)C)c(=O)c4ccccc4n23)cc1OC	1.5%
O=C(NCc1ccccc1Cl)c1ccc(CSCc2cccc(F)c2)o1	-18.2%
COc1ccc(C)cc1NC(=O)N1CCC(CN2CCOCC2)CC1	-6.3%
CC(=O)N1CCc2c(sc3c2c(=O)n(Cc2ccccc2)c(=O)n3Cc2ccc(C)cc2)C1	0.2%
Cc1ccc(N(C)S(=O)(=O)c2ccc(-c3coc(C)n3)cc2)cc1	-16.2%
CCc1cccc(C)c1NC(=O)Cn1ncc2c3ccccc3n(Cc3ccccc3)c2c1=O	-0.4%
Cc1ccc(Cl)cc1NC(=O)C1CCN(c2nnc(C)c3c(C)n(-c4ccccc4)nc23)CC1	-10.3%
Cc1ccc(Cl)cc1NC(=O)/C(C#N)=C/c1c(C)n(Cc2ccccc2)c2ccccc12	-1.7%
COc1ccccc1N1CCN(c2ccc(=O)n(CC(=O)Nc3ccc(F)c(F)c3)n2)CC1	-10.3%
Cc1cc(F)ccc1NC(=O)Cn1nc(N2CCN(c3ccccc3)CC2)ccc1=O	-9.0%
O=C(NCc1cccc(Cl)c1)c1ccc2nc(N3CCCCC3)sc2c1	?
Cc1cc(C)cc(C(=O)Nc2c(C(=O)Nc3ccccc3F)oc3ccccc23)c1	-1.0%
CCn1c(=O)n(-c2ccc3c(c2)OCO3)c2nc(-c3ccc(C(C)C)cc3)nc(C(N)=O)c21	-5.1%

3 entries from above, set out differently:
| mol | FLuc counter |
| --- | --- |
| Cc1ccc(Cl)cc1NC(=O)/C(C#N)=C/c1c(C)n(Cc2ccccc2)c2ccccc12 | -1.7% |
| COc1ccccc1N1CCN(c2ccc(=O)n(CC(=O)Nc3ccc(F)c(F)c3)n2)CC1 | -10.3% |
| Cc1cc(F)ccc1NC(=O)Cn1nc(N2CCN(c3ccccc3)CC2)ccc1=O | -9.0% |

Remaining list, next part
SMILES	FLuc counter
CC(=O)N(Cc1cccnc1)c1nc2c(F)cc(F)cc2s1	-9.2%
Cc1cc(OCC(=O)NCC2(N(C)C)CCCCC2)cc(C)c1Cl	-0.9%
Cc1cccc(OCC(=O)Nc2ccc3nc(Nc4cccc(C(F)(F)F)c4)cc(C)c3c2)c1	-2.0%
COc1ccc(NC(=O)c2c(C)oc3ccc(O)c(CN4CCN(Cc5ccccc5)CC4)c23)cc1	-12.2%
CC(=O)N1CCc2c(sc3nc(SCC(N)=O)n(-c4ccc(F)c(Cl)c4)c(=O)c23)C1	-0.5%
COc1ccc(/C=C/c2nc(C#N)c(N3CCCCCC3)o2)cc1OC	?
Cc1cccc(C(=O)Nc2nc(-c3nnn(-c4cc(C)ccc4C)c3C)ns2)c1	-3.9%
Cc1nc2c3ccccc3nc(NNC(=O)CCC(=O)N3CCN(c4cccc(Cl)c4)CC3)n2n1	?
COc1ccc(CCNS(=O)(=O)c2ccc(N3CCCCS3(=O)=O)cc2)cc1	3.3%
COc1cc(-c2nc3ccc(Cl)cn3c2Nc2ccc3c(c2)OCCO3)ccc1O	-12.7%
O=c1c2ccccc2n(Cc2c(F)cccc2Cl)c(=O)n1Cc1ccccc1	-10.0%
COc1ccc(OCCCn2c(=O)oc3ccc(C)cc32)cc1	-10.4%
CCN(C(=O)Cn1ncc2c1-c1cc(C)ccc1OC2)c1cc(Cl)ccc1OC	-11.8%
CCOc1ccccc1C(=O)Nc1ccc2nc(N(CC)CC)cc(C)c2c1	2.3%
Cc1ccc(C)c(S(=O)(=O)c2nnn3c2nc(NC2CCCC2)c2sccc23)c1	0.7%
O=c1[nH]c2ccc(NCc3ccc(-c4ccc(Br)cc4)o3)cc2[nH]1	-5.9%
CCc1ccc(CNC(=O)C2CCN(C(=O)c3ccc(-n4ccc5ccccc54)s3)CC2)cc1	-12.1%
COC(=O)c1cc2oc3ccccc3c2n1CC(=O)Nc1ccc(C)c(F)c1	3.0%
COC(=O)c1scc(-c2ccc(C)cc2)c1S(=O)(=O)N1CCN(c2ccc(C(C)=O)cc2)CC1	-2.1%
CCCCOc1ccc(S(=O)(=O)Nc2ccc(-c3ccc(N4CCC(C)CC4)nn3)cc2)cc1	?
COc1ccc(C2=C(C)C(N3CCC(C(=O)Nc4cc(C)ccc4C)CC3)=NS2(=O)=O)cc1	5.4%
COc1cccc(CNS(=O)(=O)c2cnc(N)nc2)c1	1.0%
O=C(CN1C(=O)COc2ccc(S(=O)(=O)N3CCCCCC3)cc21)N1CCN(c2cccc(C(F)(F)F)c2)CC1	-9.2%
COc1ccc(CCNc2nc(SCc3ccccc3F)nc3ccccc23)cc1OC	0.5%
CCN(CC)c1ccc(NC(=O)CN2C(=O)c3cccnc3Oc3ccc(Cl)cc32)c(C)c1	-1.4%
Cc1ccc(NC(=O)Nc2nnc(N(C)Cc3ccccc3)s2)c(C)c1	-15.0%
COc1ccc(-c2noc(CSc3nnc(C)n3-c3ccc(C)cc3)n2)cc1OC	-1.5%
Cc1ccc(-c2nc3sccn3c2Nc2ccccc2C)cc1	?
Cc1ccc(N(C)C(=O)c2cnc(N3CCOCC3)c3ccccc23)cc1C	2.3%
Cc1ccc(C)c(NC(=O)Cn2c(=O)oc3cc(S(=O)(=O)NCc4ccccc4)ccc32)c1	?
COc1ccc(NC(=O)c2ccc3c(=O)n4nc(Nc5cc(C)ccc5C)sc4nc3c2)cc1	-1.2%
COc1ccc(NC(=O)[C@H](Cc2ccccc2)N2Cc3ccccc3C2=O)cc1OC	-6.3%
COc1ccc(C(=O)Nc2ccc(-c3cc4ccccc4oc3=O)c(C)c2)cc1OC	?
CCc1ccc2oc(C(=O)N(Cc3cccc(Cl)c3)Cc3ccco3)c(C)c2c1	-0.1%
CCN(CC)C(=O)CSc1nnc2[nH]c(=O)cc(C)n12	-5.5%
Cc1nn(-c2ccc(N3CCCC3)nn2)c(C)c1CCC(=O)Nc1ccc(F)cc1F	-13.9%
COc1cccc(NC(=O)Nc2ccc3snnc3c2)c1	16.9µM*
CCOc1ccc(NC(=O)c2sc3nc4c(cc3c2N)CN(Cc2ccccc2)CC4)cc1	-2.9%
CCOc1ccc(-c2nn(-c3ccccc3)cc2C2NC(=O)NC(C)=C2C(=O)OC(C)C)cc1C (centres undefined)	-7.4%
COc1ccc(CNCc2ccc3c(c2)n(C)c(=O)n3C)cc1	-0.5%
CC(Nc1ncnc2c1cnn2-c1cccc(Cl)c1)c1ccccc1 (centres undefined)	23.9µM*
O=C(Nc1ccc(F)cc1F)c1cc(CN2CCOCC2)on1	2.4%
CCOc1ccccc1-n1nnc(-c2nc(-c3ccccc3)no2)c1N	?
Cc1ccc(Cl)cc1NC(=O)CCS(=O)(=O)c1ccc(Br)s1	-5.8%
Cn1c(=O)c2c(nc(SCC(=O)Nc3ccccc3)n2Cc2ccccc2F)n(C)c1=O	0.6%
COc1cc(OC)c(OC)cc1/C=C/c1nc2ccccc2c(=O)n1-c1ccc(Br)c(C)c1	-10.0%
Cc1ccc2nc(N3CCC(C(=O)N4CCN(c5cccc(Cl)c5)CC4)CC3)[nH]c2c1	?
CCc1cc2c(-c3ccccc3)cc(=O)oc2c2c1OCN(Cc1ccc(C)cc1)C2	-2.2%
Cc1cccc(-n2ccnc2SCC(=O)Nc2ccccc2C(F)(F)F)c1	-15.9%
Cc1ccc(NC(=O)Cn2c(=O)n(CCCS(=O)(=O)C3CCCCC3)c(=O)c3ccccc32)cc1F	-1.9%
CCOc1cc(-c2ccc(OC(=O)c3ccc(OC)cc3)c(OC)c2)cc(=O)c2c(C)oc(C)c12	-10.8%
Cc1cc(NC(=O)c2ccccc2F)ccc1-c1nc2ccccc2s1	0.675µM*
O=C(CCC(=O)N1CC2CCCN2c2ccccc21)NCc1ccccc1 (centres undefined)	-8.3%
Cc1ccc(N2CC(NC(=O)c3ccc(S(=O)(=O)N4CCOCC4)cc3)CC2=O)cc1C (centres undefined)	-0.5%
CC(C)Cn1cc(C(=O)N2CCN(c3cccc(Cl)c3)CC2)c2c3ccccc3n(C)c2c1=O	-1.4%
O=C(COc1ccc(Cl)cc1)NCC(c1cccs1)S(=O)(=O)c1ccc(F)cc1 (centres undefined)	-10.8%
COc1ccc(CC(=O)Nc2ccc(-c3nc4ccccc4s3)cc2Cl)cc1	?
CC(C)c1cccc(C(C)C)c1NS(=O)(=O)c1cccs1	-2.2%
O=c1c2ccccc2n(Cc2cccc(F)c2)c(=O)n1Cc1ccccc1Cl	-4.4%
CCOC(=O)c1ccccc1Nc1nc2ccc(C)cc2n2nnnc12	-2.8%
Further entries.
SMILES	FLuc counter
Cc1ccc2c(CC(=O)Nc3ccc(S(=O)(=O)N4CCC(C)CC4)cc3)coc2c1	1.4%
COc1ccc(OC)c(C2c3c(-c4ccc(Br)cc4)n[nH]c3C(=O)N2c2ccc(Cl)cc2)c1 (centres undefined)	1.1%
CCc1ccc(NC(=O)CN2C(=O)c3ccccc3Sc3ccc(C(=O)N4CCCC4)cc32)cc1	-13.6%
Cc1ccc(NC(=O)c2ccc(N(Cc3ccccc3)S(C)(=O)=O)cc2)cc1	-9.6%
COc1cc(CN(C(=O)COc2ccccc2Cl)c2ccccn2)cc(OC)c1OC	6.4%
COc1ccc(C(=O)N2CCN(C(=O)COc3ccccc3)CC2)cc1OC	3.9%
Cc1cccc(C(=O)OCc2cc(=O)n3ccsc3n2)c1	?
Cc1cc(C)cc(Oc2nc3c(c(=O)n(C)c(=O)n3C)n2Cc2ccc(F)cc2)c1	-2.2%
COc1ccccc1NC(=O)CSC1=Nc2ccccc2C2=NC(Cc3ccccc3)C(=O)N12 (centres undefined)	4.8%
Cc1ccc(N2CC(c3nc(-c4ccc(Cl)cc4)no3)CC2=O)cc1F (centres undefined)	-0.5%
Cc1nc2ccccc2c(=O)n1-c1ccc(NC(=O)c2ccc([N+](=O)[O-])cc2)cc1	3.1%
Cc1ccc(-c2nn(-c3ccc(F)cc3F)c3c2cnc2c(F)cccc23)cc1	-8.3%

11 structures from above, ordered by length of the SMILES, low to high.
SMILES	FLuc counter
Cc1cccc(C(=O)OCc2cc(=O)n3ccsc3n2)c1	?
CC(C)c1cccc(C(C)C)c1NS(=O)(=O)c1cccs1	-2.2%
CCOC(=O)c1ccccc1Nc1nc2ccc(C)cc2n2nnnc12	-2.8%
COc1ccc(C(=O)N2CCN(C(=O)COc3ccccc3)CC2)cc1OC	3.9%
O=c1c2ccccc2n(Cc2cccc(F)c2)c(=O)n1Cc1ccccc1Cl	-4.4%
COc1cc(CN(C(=O)COc2ccccc2Cl)c2ccccn2)cc(OC)c1OC	6.4%
Cc1ccc(-c2nn(-c3ccc(F)cc3F)c3c2cnc2c(F)cccc23)cc1	-8.3%
Cc1ccc2c(CC(=O)Nc3ccc(S(=O)(=O)N4CCC(C)CC4)cc3)coc2c1	1.4%
Cc1cc(C)cc(Oc2nc3c(c(=O)n(C)c(=O)n3C)n2Cc2ccc(F)cc2)c1	-2.2%
CCc1ccc(NC(=O)CN2C(=O)c3ccccc3Sc3ccc(C(=O)N4CCCC4)cc32)cc1	-13.6%
COc1ccc(OC)c(C2c3c(-c4ccc(Br)cc4)n[nH]c3C(=O)N2c2ccc(Cl)cc2)c1 (centres undefined)	1.1%
